# IDE inh = human IDE inhibitors in live cells, primary screen, fluorescence polarization, HEK cells, FAbetaB substrate. FAbetaB cleavage. inhibition, % at 5.59 µM. 320,000 tested, 0.41% active;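 active = percent inhibition above the average of all tested compounds plus 3 SD, set per screening campaign, cut at about 16% in these data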;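 note: IDE supplied by intact live HEK cells; FP after avidin binding of uncleaved biotin substrate so inhibition keeps polarization high; 0% = DMSO wells and 100% = 60 µM reference IDE inhibitor Ii1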
# MEKK2mut PB1 HTS = MEK5 binding signal on mutant MEKK2 PB1, primary screen, biochemical, multiplex bead flow cytometry, Alexa488-MEK5. Alexa488-MEK5 binding to MEKK2 mutant. percent response, % at 10 µM. 290,000 tested, 0.35% active. AID 1530, 2009; in the data active = percent response above about 24%, passing the limit was not always enough; note: inactives centre near 1; some results filed as inactive read as strong as hits; reference of the scale not given here
# PfM18AAP inh = PfM18AAP inhibitors, malaria aminopeptidase, primary screen, biochemical, QFRET, recombinant enzyme. M18 aspartyl aminopeptidase (Plasmodium falciparum 3D7). H-Glu-NHMec fluorogenic cleavage. inhibition, % at 7.35 µM. 290,000 tested, 1.2% active. AID 1822, 2009;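 active = inhibition above the campaign mean inhibition over all tested compounds plus 3 SD, cut at about 28% in these data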;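 note: 0% = plate median of test compound wells and 100% = 2 mM ZnCl2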
# MEKK3 PB1 HTS = modulators of MEKK3-MEK5 PB1 binding, primary screen, biochemical, wildtype MEKK3, multiplex bead flow cytometry, Alexa488-MEK5; AID 1529, 2009; bead-based flow cytometry, Alexa488-MEK5 binding to MEKK3; actives lie on both sides; 0 = blocked by unlabeled MEK5, 100 = vehicle; 290,000 tested, 1.4% active; Mitogen-activated protein kinase kinase kinase 3 (Homo sapiens), Q99759; binding response (% of control), % at 10 µM;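 active = binding response more than 3 SD above or below the average of its plate-row segment, actives on both sides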;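 note: Alexa488 bead fluorescence after subtracting the streptavidin-only scavenger bead signal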
# Target sequence (Q99759 whole entry, looked up): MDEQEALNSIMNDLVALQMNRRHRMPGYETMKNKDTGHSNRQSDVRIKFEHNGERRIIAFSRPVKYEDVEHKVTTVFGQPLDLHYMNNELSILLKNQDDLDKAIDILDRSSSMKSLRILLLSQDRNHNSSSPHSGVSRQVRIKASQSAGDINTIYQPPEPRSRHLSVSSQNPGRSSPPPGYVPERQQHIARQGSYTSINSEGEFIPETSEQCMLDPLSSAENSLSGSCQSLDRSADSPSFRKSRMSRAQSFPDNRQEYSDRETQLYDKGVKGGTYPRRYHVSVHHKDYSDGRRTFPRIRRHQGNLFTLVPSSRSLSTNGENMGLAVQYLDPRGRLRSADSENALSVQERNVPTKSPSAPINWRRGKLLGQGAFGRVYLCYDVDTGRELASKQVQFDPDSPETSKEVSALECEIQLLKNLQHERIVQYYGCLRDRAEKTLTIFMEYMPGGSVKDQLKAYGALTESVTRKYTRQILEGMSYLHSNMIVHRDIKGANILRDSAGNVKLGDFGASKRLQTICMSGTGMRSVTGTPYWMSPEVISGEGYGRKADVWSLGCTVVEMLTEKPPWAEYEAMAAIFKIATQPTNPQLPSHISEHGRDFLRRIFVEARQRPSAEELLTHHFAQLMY
# MEKK2 WT-MEK5 = modulators of MEK5 binding to wildtype MEKK2, primary screen, biochemical, multiplex bead flow cytometry, Alexa488-MEK5 | Alexa488-MEK5 binding to MEKK2 WT; actives lie on both sides | 290,000 tested, 1.1% active | AID 1531, 2009 | binding response (% of control), % at 10 µM; in the data active = binding response below about 67% or above about 130%
# pCIP destab = p/CIP-EGFP fusion destabilizers, primary screen, fluorescence, F442A cells; Q05BA5; 16 h; decrease of EGFP signal, % at 10 µM; 290,000 tested, 0.01% active;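 active = EGFP signal decrease of at least 30% at 10 µM or well 3 SD below plate mean, unless failing retest; inactive = the rest, including hits failing retest or dose response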; note: some compounds called inactive have numbers as strong as hits; many of its hits are not listed in these tables
# NALP1 yeast inh = NALP1 inflammasome inhibitors in reconstituted yeast, colorimetric, S. cerevisiae, triplicate retest; S. cerevisiae NALP1/ASC/caspase-1 growth, X-gal OD620, 72 h; inhibition, % at 10 µM; 280,000 tested, 0.61% active; AID 2071, 2009; in the data active = inhibition mostly above about 24%, no sharp cut-off; inactive = mostly below about 32%; note: some compounds called inactive have numbers as strong as hits
# SUMO HTRF inh = inhibitors of in vitro SUMOylation cascade, primary screen, biochemical, HTRF, uHTS | SUMO-conjugating enzyme UBC9 (Homo sapiens), P63279 | HTRF SUMOylation assay, SAE1/SAE2 + UBC9 | inhibition, % at 35 µM | 290,000 tested, 0.36% active | AID 2006, 2009; in the data active = inhibition above about 50%, passing the limit was not always enough; note: strong numbers were not always called active
# Target sequence (P63279 whole entry, looked up): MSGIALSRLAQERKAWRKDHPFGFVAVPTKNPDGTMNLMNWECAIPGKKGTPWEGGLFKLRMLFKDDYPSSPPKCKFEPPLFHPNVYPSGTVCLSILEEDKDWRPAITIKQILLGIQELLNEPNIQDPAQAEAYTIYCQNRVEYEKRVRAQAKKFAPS
# IDE cell activ = human IDE activators in live cells, primary screen, fluorescence polarization, HEK cells, FAbeta-B substrate; activation, % at 5.96 µM; 340,000 tested, 0.073% active; Insulin-degrading enzyme (Homo sapiens), P14735; FAbeta-B cleavage; 0% vehicle, 100% cell-free pure enzyme wells;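 active = activation above the mean of all tested compounds plus 3 SD, set per screening campaign, cut at about 17% in these data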
# The depositor's hits bear a star; x = not tested or not shown. These rows are one share of the data; the hit share may differ from the screen's.
IDE inh,MEKK2mut PB1 HTS,PfM18AAP inh,MEKK3 PB1 HTS,MEKK2 WT-MEK5,pCIP destab,NALP1 yeast inh,SUMO HTRF inh,IDE cell activ,compound
-6.0,-11.0,-0.8,81.0,79.0,-12.2,-15.6,-0.6,1.7,O=C(Nc1cccnc1)c1cccc(S(=O)(=O)N2CCCCC2)c1
3.7,5.0,1.6,104.0,105.0,2.1,1.3,-2.2,-2.0,CN(C)/C=C/C(=O)Oc1ccc(Cl)cc1Cl
-1.4,8.0,-0.8,105.0,107.0,1.5,35.5,-21.6,2.2,O=C(NCc1ccccc1)c1cccc(COc2cc(Cl)ccc2Cl)c1
1.3,-14.0,-0.5,89.0,90.0,6.9,-7.5,5.7,7.8,Cn1c(SCc2ccccc2)nnc1-c1ccc2nonc2c1
-1.2,-5.0,5.1,84.0,87.0,-0.4,14.1,-5.3,0.9,CCOc1c(/C=C(\C#N)C(N)=O)c2ccccc2n1CC
0.5,1.0,-8.1,98.0,98.0,-5.5,23.1,3.2,3.0,CC(=O)Nc1ccc(SCC(=O)NCCc2ccc(F)cc2)cc1
3.2,1.0,-88.8,97.0,99.0,-1.2,23.4,20.8,2.1,C(=C\c1ccccc1)/CSc1nnc(-c2cnccn2)n1Cc1ccco1
-5.2,-4.0,-0.2,94.0,106.0,-15.9,6.5,-12.1,1.2,CCCOC(=O)c1ccc(Oc2c(-c3ccc(OCC)cc3O)n[nH]c2C)cc1
-0.7,-6.0,-7.9,97.0,97.0,-31.4,14.3,5.3,x,CCC(C)OC(=O)C[N+](C)(C)CCOC1CC2CCC1(C)C2(C)C (stereo unspecified)
3.2,5.0,-8.3,98.0,108.0,-2.8,13.6,-0.2,0.8,Cc1cccc(C)c1NC(=O)Cn1c(CN2CCCCC2)nc2ccccc2c1=O
4.9,3.0,-0.2,100.0,103.0,2.1,-9.9,4.0,3.1,Cc1nnc(SCC(=O)NC2CC2)n1-c1ccccc1
-8.6,-2.0,1.6,101.0,103.0,22.1,12.9,-5.0,-1.7,COc1cccc(S(=O)(=O)N2CCN(C(=O)c3ccco3)CC2)c1
-1.8,3.0,2.4,100.0,104.0,2.3,16.8,21.9,-3.5,CC(C)CNC(=O)c1cccc(NC(=O)c2ccc(NC(=O)c3ccco3)cc2)c1
-2.2,-5.0,0.1,97.0,96.0,3.9,25.8,13.4,4.3,OC(CN1CCOCC1)Cn1c(-c2cccc(Cl)c2)nc2ccccc21 (stereo unspecified)
-3.2,0.0,-12.5,99.0,96.0,-7.0,31.2,-17.7,-0.7,O=C(NCc1ccncc1)C(=O)NCC1OCCCN1S(=O)(=O)c1ccccc1 (stereo unspecified)

# Results in NALP1 yeast inh and IDE cell activ, for 2 of the compounds above:
Compound | NALP1 yeast inh | IDE cell activ
CCCOC(=O)c1ccc(Oc2c(-c3ccc(OCC)cc3O)n[nH]c2C)cc1 | 6.5 | 1.2
CCC(C)OC(=O)C[N+](C)(C)CCOC1CC2CCC1(C)C2(C)C (stereo unspecified) | 14.3 | x

# The list continues.
IDE inh,MEKK2mut PB1 HTS,PfM18AAP inh,MEKK3 PB1 HTS,MEKK2 WT-MEK5,pCIP destab,NALP1 yeast inh,SUMO HTRF inh,IDE cell activ,compound
11.5,11.0,1.1,110.0,101.0,-2.4,34.7,-1.1,4.4,Cc1cccc(-c2noc(CN(C(=O)C34CC5CC(CC(C5)C3)C4)C(C)C)n2)c1
-0.3,7.0,2.0,104.0,107.0,11.0,x,4.8,-1.8,COC(=O)c1ccccc1NS(=O)(=O)c1cn(C)c(=O)n(C)c1=O
-0.5,3.0,0.1,101.0,104.0,4.1,2.9,-9.6,3.1,CCOC(=O)C(CCCOc1ccc(C(C)CC)cc1)C(=O)OCC (stereo unspecified)
1.0,4.0,6.0,103.0,103.0,-6.6,7.1,-7.4,4.8,COc1cccc(CNC(=O)C2CCN(c3ncnc4c3nc3n4CCCCC3)CC2)c1
1.5,-15.0,x,84.0,88.0,-7.2,x,8.7,-1.6,C#CCO[C@@H]1C[C@H](n2cnc3c(=O)[nH]c(NC(=O)C(C)C)nc32)O[C@@H]1CO
6.0,-7.0,1.8,101.0,95.0,0.0,7.5,5.4,2.2,COC(=O)N1C(=O)[C@](c2ccc(OC)cc2)(C(C)C)N1C(=O)OC
4.6,-1.0,1.4,99.0,100.0,-0.3,-4.1,13.5,-2.3,CC1(C)NC(=O)N(CC(O)CN2CCCCC2)C1=O (stereo unspecified)
0.5,4.0,1.2,89.0,93.0,-2.3,22.8,9.4,-2.7,COC(=O)[C@H]1C[C@@H]1[C@H](NC(=O)c1cnccn1)c1ccccc1
1.6,-2.0,-1.8,98.0,97.0,-0.3,0.1,14.6,6.9,COc1ccc(O)c(C(=O)c2cnc3onc(C(C)C)c3c2)c1
-0.3,-11.0,1.9,96.0,93.0,-2.9,-22.8,1.6,-0.9,O=C(OCc1ccc(COC(=O)c2cccnc2Cl)cc1)c1cccnc1Cl
4.5,-2.0,-4.0,101.0,96.0,-1.6,3.4,10.4,-0.9,Cc1ccsc1/C=N/NC(=O)c1ccc2ccccc2c1
0.9,0.0,-0.2,98.0,100.0,-3.2,-4.1,-14.6,-2.8,Cc1ccc(OCc2cc(C(=O)N3CCc4[nH]cnc4C3c3ccccn3)no2)cc1C (stereo unspecified)
-3.0,-3.0,-0.7,92.0,91.0,-5.7,23.5,-5.4,-4.9,CCNc1nc(NCC)nc(OCCOC(=O)Nc2ccccc2)n1
7.3,-2.0,-0.9,100.0,101.0,-10.1,15.6,6.5,-1.0,Cc1cc(C(F)F)nn1CC(=O)NCc1ccco1
3.5,-1.0,-1.2,108.0,102.0,1.1,21.6,2.6,3.2,CCOc1ccc(C(=O)NCC(=O)OCC(=O)Nc2ccc(C)c(S(=O)(=O)N(C)C)c2)cc1
-1.3,-1.0,4.6,101.0,99.0,5.1,2.6,-4.2,0.1,COc1cccc(-c2cc3nc4c(c(N5CCC6(CC5)OCCO6)n3n2)CCC4)c1
1.9,-13.0,6.1,81.0,84.0,-1.8,x,-9.6,6.1,CC1CC(=O)N(c2ccc(Br)cc2)C(=O)C1
2.0,1.0,3.2,100.0,100.0,5.3,24.6,5.1,3.9,COc1cccc(N2CCN(C(=O)c3ccc(CS(=O)Cc4ccc(C)cc4)o3)CC2)c1 (stereo unspecified)
0.2,18.0,-0.4,112.0,120.0,-16.0,6.8,10.3,0.1,CCc1ccccc1NC1=NCC(=O)N1Cc1ccccc1
-0.6,-5.0,-0.1,101.0,99.0,2.9,11.0,-12.6,6.2,CCC(C(=O)Nc1cc(C(=O)O)ccc1C)c1ccccc1 (stereo unspecified)
-0.2,-15.0,3.3,102.0,81.0,0.2,13.0,-5.1,2.2,Cc1cc(Cl)ccc1OC(C)C(=O)NCCCn1ccnc1 (stereo unspecified)
5.3,5.0,3.5,106.0,111.0,-9.0,22.0,6.4,x,COc1cccc(C(=O)N=c2sc3cc(S(C)(=O)=O)ccc3n2C)c1
-5.8,7.0,7.0,104.0,101.0,4.9,5.7,4.3,1.2,O=C(NC(=S)Nc1nc(-c2ccccc2)cs1)c1ccco1
7.6,7.0,46.2*,107.0,110.0,-4.0,11.6,7.1,-15.2,O=C(CNC(=O)c1cccs1)NCC(=O)OCC(=O)c1ccc([N+](=O)[O-])cc1
-0.2,0.0,4.7,103.0,102.0,-11.4,0.7,11.2,4.9,O=C(NC1CCCCC1)c1cc2ccccc2cc1O
-2.0,-2.0,-4.1,84.0,92.0,-17.1,10.1,16.6,1.6,CCOc1ccc(C(=O)NC2CC3CCCC(C2)N3CC(C)C)cc1 (stereo unspecified)
1.5,5.0,0.6,102.0,109.0,-3.3,14.5,26.2,4.4,Cc1cc(C=C(C#N)C#N)c(C)n1-c1ccccc1
3.0,21.0,-0.8,106.0,112.0,-12.3,30.8,-21.2,-0.5,CCN(CC)S(=O)(=O)c1ccc(/C=C/C(=O)Nc2ccc(F)cc2F)cc1
-1.9,-3.0,-1.5,95.0,99.0,-0.6,18.3,9.0,6.8,CC(=O)N1c2ccc(S(=O)(=O)N(C)CC(=O)NC3CCCC3)cc2CC1C (stereo unspecified)
1.5,-4.0,3.4,96.0,98.0,1.6,5.7,20.5,2.7,CC1CC1C(=O)Nc1nc(-c2ccccn2)cs1 (stereo unspecified)
0.4,1.0,8.3,94.0,97.0,-12.5,-7.5,3.2,-0.9,CCOC(=O)N1CCN(Cc2nc3cc(NC(=O)CC(C)C)ccc3n2C)CC1
2.3,-28.0,x,70.0,65.0,-15.4,x,-24.6,5.6,CC(C)(C)OC(=O)NCCCC[C@H](NC(=O)c1[nH]cnc1C(=O)Nc1ccc(Cl)cc1)C(=O)OC(C)(C)C
8.3,2.0,-2.7,109.0,96.0,0.4,-10.5,-32.6,1.0,O=C(c1cc2sccc2n1Cc1ccc(F)cc1)N1CCCc2ccccc21
1.1,1.0,-1.6,100.0,102.0,1.6,18.7,-3.2,-0.2,CN1CCN(S(=O)(=O)c2ccc(NC(=O)c3cccc(F)c3)cc2)CC1
-4.6,-1.0,-1.1,96.0,103.0,7.3,28.2,-2.6,-1.8,Cc1cc(NC(=O)c2ccccc2)cc(NC(=O)c2ccccc2)c1C
9.5,1.0,-6.8,103.0,101.0,13.9,3.8,18.8,-1.9,Cc1cc(=O)[nH]c(SC(C)C(=O)Nc2cccc3ccccc23)n1 (stereo unspecified)
6.8,9.0,4.0,93.0,109.0,-6.8,13.5,11.9,-3.0,Cc1ncoc1C(=O)N1CCCC(C(=O)c2ccc(-c3ccccc3)c(F)c2)C1 (stereo unspecified)
4.8,0.0,-1.0,101.0,97.0,-4.2,1.4,3.0,-4.2,CCCCNc1nnc(SCC(=O)N2CCN(S(=O)(=O)c3ccc4ccccc4c3)CC2)s1
-2.9,18.0,-14.6,100.0,104.0,-5.0,4.9,13.8,2.4,CC(=O)Nc1cccc(Cl)c1C(=O)O
0.3,-2.0,-10.0,99.0,94.0,4.8,5.0,0.1,0.3,CC(C)CCNC(=O)Nc1ccc2c(c1)N(C)C(=O)CS2
-2.3,0.0,4.0,106.0,104.0,-7.1,2.1,9.2,3.9,O=C(CSc1n[nH]c(-c2ccccc2Cl)n1)NC1CCCCC1
8.0,-12.0,1.6,92.0,84.0,-5.9,-1.4,0.8,0.4,C/C(N)=C(/C#N)C(=O)COC(=O)CCCNC(=O)c1ccc(Cl)cc1
3.2,3.0,-1.4,106.0,103.0,0.2,22.7,2.5,-1.1,CCn1ccc(C(=O)Nc2c(C)nn(Cc3c(F)c(F)c(F)c(F)c3F)c2C)n1

# Quoted from the listing:
# Under MEKK3 PB1 HTS, `CC(C)(C)OC(=O)NCCCC[C@H](NC(=O)c1[nH]cnc1C(=O)Nc1ccc(Cl)cc1)C(=O)OC(C)(C)C` is entered as 70.0
# Under MEKK2 WT-MEK5, `Cc1cc(=O)[nH]c(SC(C)C(=O)Nc2cccc3ccccc23)n1` (stereo unspecified) is entered as 101.0
# Under PfM18AAP inh, `O=C(c1cc2sccc2n1Cc1ccc(F)cc1)N1CCCc2ccccc21` is entered as -2.7
# Under pCIP destab, `COc1cccc(S(=O)(=O)N2CCN(C(=O)c3ccco3)CC2)c1` is entered as 22.1
# Under NALP1 yeast inh, `Cc1ccc(OCc2cc(C(=O)N3CCc4[nH]cnc4C3c3ccccn3)no2)cc1C` (stereo unspecified) is entered as -4.1
